Screening data: PubChem BioAssay, National Center for Advancing Translational Sciences (NCATS)
APE1 inh: blocks human APE1 abasic DNA cleavage. 350,000 tested, 0.35% active. Potency, µM (titrated, usually from 65.8 µM), without a hit: at the top dose activity change, negative = inhibition, hits mostly inhibitors. recombinant APE1, TAMRA/BHQ-2 abasic DNA cleavage fluorescence;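 also: plate controls were vehicle for no effect and reference inhibitor for full effect; nearly all actives have a fitted effect of over 55% in size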
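Compound pre-exposure to 0.75 nM APE1, 15 min at ambient temperature. Reaction initiated with 50 nM TAMRA/BHQ-2 THF substrate, read immediately in kinetic mode, 525 nm excitation, 598 nm emission.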
G9a inh: G9a (human) methyltransferase inhibition; 350,000 tested, 8.8% active; G9a H3K9 monomethylation, AlphaScreen, 2 h; Q96KQ7; Potency, µM (titrated, usually from 102 µM), inactives show at the top dose activity, negative = inhibition, actives largely listed as inhibitors; also: % is scaled to controls: 0 for no effect and ±100 for the full control effect; nearly all actives have a fitted effect of over 75% in size
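AlphaScreen detection with an anti-monomethyl H3K9 antibody quantified product after a 2 h room-temperature reaction containing 500 nM biotinylated H3K9 peptide, 20 µM SAM and 20 nM enzyme, which had been preincubated 15 min with compound.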
BAZ2B block: BAZ2B (human) inhibition; Q9UIF8; AID 504333; AlphaScreen BAZ2B-H3K14Ac peptide displacement; Potency, µM (series often up to 114 µM), for the others: at the highest dose activity change, negative = inhibition, most hits filed as inhibitors; 360,000 tested, 4.4% active; also: % is scaled to controls: 0 for no effect and ±100 for the full control effect; nearly all actives have a fitted effect of over 60% in size
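Protein-peptide AlphaScreen: BAZ2B 50 nM, b-H3K14Ac 50 nM, 1x PBS pH 7.4 + 0.01% Tween-20. Preincubation 30 min RT; cpd 30 min RT (top 110 uM); beads 20 min RT, light-protected.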
POLH inh: inhibitors of human DNA polymerase eta | Q9Y253 | recombinant Pol eta, fluorescent DNA replication assay | Potency, µM (series often up to 114 µM), inactives show at the highest dose activity change, negative = inhibition, actives largely listed as inhibitors | 390,000 tested, 1.2% active; also: % is scaled to controls: 0 for no effect and ±100 for the full control effect
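Fluorescent replication assay: 50 nM final substrate added after a 15 min room-temperature compound preincubation with 10 nM enzyme. Signal taken at 0 min and again at 10 min.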
Pol kappa inh: blocks human DNA polymerase kappa activity; purified Pol kappa, fluorescent DNA synthesis assay, 10 min; Q9UBT6; 400,000 tested, 0.53% active; Potency, µM (titrated, usually from 107 µM), for inactives: at the highest dose activity, negative = inhibition, actives largely listed as inhibitors; AID 588579; also: % is scaled to controls: 0 for no effect and ±100 for the full control effect
Target sequence (Q9UBT6 whole entry, looked up): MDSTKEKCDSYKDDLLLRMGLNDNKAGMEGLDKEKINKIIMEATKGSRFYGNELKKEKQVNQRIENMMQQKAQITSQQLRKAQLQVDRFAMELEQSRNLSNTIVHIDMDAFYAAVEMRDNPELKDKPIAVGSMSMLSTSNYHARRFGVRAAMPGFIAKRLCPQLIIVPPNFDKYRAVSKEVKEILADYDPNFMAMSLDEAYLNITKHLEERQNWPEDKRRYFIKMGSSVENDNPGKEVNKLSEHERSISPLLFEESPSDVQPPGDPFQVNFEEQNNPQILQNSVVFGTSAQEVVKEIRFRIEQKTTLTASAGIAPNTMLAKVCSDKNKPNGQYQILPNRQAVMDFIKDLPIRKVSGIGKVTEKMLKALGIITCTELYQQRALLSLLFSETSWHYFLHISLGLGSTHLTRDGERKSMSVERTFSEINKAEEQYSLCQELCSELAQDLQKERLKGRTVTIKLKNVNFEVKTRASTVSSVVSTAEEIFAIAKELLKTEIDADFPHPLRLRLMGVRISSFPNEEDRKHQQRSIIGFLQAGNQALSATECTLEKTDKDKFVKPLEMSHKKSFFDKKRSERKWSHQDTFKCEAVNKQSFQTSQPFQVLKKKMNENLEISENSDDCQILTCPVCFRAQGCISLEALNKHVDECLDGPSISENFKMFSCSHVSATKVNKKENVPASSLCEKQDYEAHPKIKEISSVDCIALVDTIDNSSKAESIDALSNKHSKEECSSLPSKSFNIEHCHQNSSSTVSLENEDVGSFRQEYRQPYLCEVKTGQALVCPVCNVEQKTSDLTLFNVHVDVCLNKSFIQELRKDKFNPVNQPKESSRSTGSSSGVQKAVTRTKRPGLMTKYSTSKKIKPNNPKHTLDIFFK
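Readout: fluorescence, taken kinetically at 0 and 10 min. Conditions: 10 nM Pol kappa, 15 min RT compound preincubation, 50 nM substrate final. Controls: enzyme-free buffer wells.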
BLM inh: Bloom syndrome helicase (human) inhibition; P54132; recombinant BLM DNA unwinding, fluorescence dequenching; Potency, µM (titrated, usually from 56.1 µM), for inactives: at the highest dose activity change, negative = inhibition, hits mostly inhibitors; 350,000 tested, 0.2% active;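 also: plate controls were vehicle for no effect and no enzyme for full effect; nearly all actives have a fitted effect of over 35% in size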
Pol beta inh: DNA polymerase beta (human) inhibition. Pol beta primer extension/strand displacement, fluorescence kinetic. Potency, µM (highest dose often 114 µM), for inactives: at the top dose activity change, negative = inhibition, actives largely listed as inhibitors. 340,000 tested, 1.3% active. P06746; also: % is scaled to controls: 0 for no effect and ±100 for the full control effect
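Pol beta (10 nM) and compounds were preincubated 15 min at room temperature, then 50 nM substrate (final) started primer extension/strand displacement. Reads were taken at 0 and 10 min; concentration-response data were fitted to a four-parameter Hill equation.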
Anesthetic bind: binds horse apoferritin like a general anesthetic; 350,000 tested, 0.074% active; AID 485281; apoferritin/1-aminoanthracene competitive binding, fluorescence; P02791; Potency, µM (top dose mostly 77.5 µM), for the others: at the highest dose activity change, negative = displacement, usual class: inhibitors; also: % is scaled to controls: 0 for no effect and ±100 for the full control effect; nearly all actives have a fitted effect of over 20% in size
Target sequence (P02791 2-175 limits assumed): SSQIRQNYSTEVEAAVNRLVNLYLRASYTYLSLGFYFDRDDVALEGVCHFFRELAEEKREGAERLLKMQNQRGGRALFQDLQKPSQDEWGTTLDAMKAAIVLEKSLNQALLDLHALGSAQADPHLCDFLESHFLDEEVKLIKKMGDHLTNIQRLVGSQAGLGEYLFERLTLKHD
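10 uM apoferritin + 50% sat. 1-AMA, PBS; cpd 10 min RT; Ex380/Em535 endpoint; normalized to free probe vs complex; 4-param Hill fit; propofol titration as pos. ctrl.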
POLI inh: inhibitors of human DNA polymerase iota; Pol iota fluorescent replication assay, 10 min; Potency, µM (top dose mostly 115 µM), for inactives: top-dose activity, negative = inhibition, hits mostly inhibitors; 390,000 tested, 1% active
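Pol iota at 10 nM preincubated 15 min with compounds at room temperature; reaction started with fluorescent substrate, 50 nM final. Fluorescence read kinetically at 0 and 10 min; buffer-only wells as negative control.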
Starred values were filed as active, the others as inactive; ? = inconclusive; / = not tested or not shown; & = joins results of further samples; [ ] = another dose, or the depositor's remark. Calls follow the shape of the dose curve; as a rule, active = well fitted curve in the direction sought with a large enough effect; inconclusive = small, poorly fitted or top-dose-only effect, or another doubt; inactive = no such curve, though single readings can be large; an effect the other way counts as inactive or inconclusive. Potency is read from the fitted curve at half-maximal effect.

Order of results: BAZ2B block	G9a inh	APE1 inh	POLI inh	Pol beta inh	POLH inh	Anesthetic bind	BLM inh	Pol kappa inh
- COc1ccc(N2CCN(C(=O)C(CC(C)C)NS(=O)(=O)c3ccc4nc(C)sc4c3)CC2)cc1 (centres undefined)
  ?	?	/	-5%	19%	-3%	-1%	-6%	-7%
- Nc1c(-c2nc(-c3ccccc3)no2)nnn1CC(=O)Nc1cccc(F)c1
  -21%	?	/	11%	14µM*	-26%	-8%	-17%	-3%
- O=C(Nc1ccc(S(=O)(=O)N2CCOCC2)cc1)C1CCCCC1
  2%	0%[12.7 µM]	-4%	4%	-19%	1%	-18%	-7%	-8%
- Cc1ccccc1C(=O)OC1OC(=O)C(Cl)=C1Nc1ccccc1 (centres undefined)
  -5%	?	-4%	8%	-3%	-14%	-11%	-18%	-12%
- CCCCN(CC)C(=O)c1ccccc1Oc1ccccc1
  14%	-16%	17%	12%	8%	-10%	-8%	1%	-24%
- Cn1c(NC(=O)/C=C/c2ccccc2)cc(=O)n(C)c1=O
  4%	7%[59 µM]	1%	5%	-4%	-18%	5%	0%	-12%
- Cc1cc(-c2csc(NC(=O)c3ccc(=O)[nH]c3)n2)c(C)n1Cc1ccccc1
  -25%	?	2%	3%	20µM*	-14%	-23%	-28%	-7%
- COc1cccc(-c2nc(Nc3ccncc3)c3ccccc3n2)c1
  /	/	?	/	/	/	-18%	4%	-9%[60.1 µM]
- COc1ccc(-c2nc3c(c(SCC(=O)N(C)c4ccccc4)n2)Cc2cc(C)ccc2O3)cc1
  -8%	1%[59 µM]	/	29%	33%	-21%	-3%	-3%	0%
- COc1ccccc1CNC(=O)Cn1ccc2cc(S(=O)(=O)N3CCCC3)ccc21
  -13%[57.1 µM]	-5%	27%	-8%	-2%	-18%	4%	-2%	8%
- O=C(NC1=NCCS1)c1sc2cc(F)ccc2c1Cl
  -6%	-16%[59 µM]	19%	16%	17%	4%	5%	-2%	-8%
- CCN(CC)S(=O)(=O)c1ccc(C)c(NC(=O)COC(=O)c2ccc(C)c(S(=O)(=O)N3CCOCC3)c2)c1
  7%	-9%[59 µM]	-2%	13%	1%	-3%	-4%	-7%	-10%
- COc1ccc(C(=O)c2c[nH]c(C(=O)NCc3cccnc3)c2)cc1
  7%	7%[12.7 µM]	-2%	17%	7%	-12%	-4%	-2%	-9%
- O=C(COC(=O)/C=C/c1cccc(C(F)(F)F)c1)NC1CCCCCC1
  3%	15%[59 µM]	33%	17%	/	-10%	/	/	-9%
- Nc1c(C(=O)N/N=C/c2ccc([N+](=O)[O-])cc2)sc2nnc(-c3ccccc3)c(-c3ccccc3)c12
  0%	6%[59 µM]	-2%	26%	1%	23%	-3%	-1%	-4%
- COC(=O)c1ccccc1NC(=O)Cn1ncc2c(C)n(Cc3ccc(F)cc3)c(C)c2c1=O
  -27%	10%[59 µM]	/	?	17%	-2%	0%	-3%	?
- Clc1ccc(CNc2nc(N3CCOCC3)nc(N3CCOCC3)n2)cc1
  -4%	5%	-2%	-1%	-2%	-13%	-13%	-7%	0%
- Cc1ccn(C)c(=N)c1
  -12%	?	?	8%	12%	-18%	0%	1%	-4%
- C=CCN1CCc2c(cc(O)c(O)c2Br)[C@@H](c2ccccc2)C1
  /	8.9µM*	-3%&-4%	?	-8%[57.1 µM]	-9%[57.1 µM]	-19%	/	-5%[60.1 µM]
- O=C(OCCc1cc2ccccc2c(=O)o1)c1ccc(C(F)(F)F)cc1
  47%[activator]	10%[0.501 µM]	10%	-8%	/	-12%	/	/	-5%
- COc1ccc(C(CNC(=O)c2ccc(NS(=O)(=O)c3ccc(F)c(C)c3)cc2)N(C)C)cc1 (centres undefined)
  4%	-42%	-1%	22%	/	-19%	/	/	-18%
- Cc1cc(-c2ccc(C)c(S(=O)(=O)N(C)c3ccc(C)c(C)c3)c2)on1
  20%	-2%[59 µM]	/	11%	2%	-20%	38%[activator]	-7%	-11%
- COC(=O)C(C)(C(=O)OC)c1ccc([N+](=O)[O-])cn1
  8%	7%	-5%	7%	21%	-6%	-9%	0%	-9%
- CNS(=O)(=O)c1cccc(C(=O)OCc2cc(C(C)=O)ccc2OC)c1
  -4%	1%	-2%	111%[activator]	-1%	-18%	-15%	1%	-2%
- CCOC(=O)C1CCN(c2ncnc3cc(OC)c(OC)cc23)CC1
  -19%	?	1%	-6%	13%	-13%	-12%	0%	-3%
- O=C(c1ccc(N2CCN(C(=O)c3ccc(F)cc3F)CC2)cc1)c1cccc(F)c1
  1%	7%[0.501 µM]	-13%	20%	4%	-20%	-9%	-8%	2%
- COc1ccc(S(=O)(=O)NCCc2ccccc2)c2cccnc12
  -3%	6%	0%	-21%	31%	8%	-7%	-7%	3%
- CCCCNC(=S)Nc1cccc(C(C)=O)c1
  3%	14%[59 µM]	-1%	23%	-13%	-14%	-3%	1%	-13%
- O=C(CSc1n[nH]c(-c2ccccc2)n1)Nc1ccccc1O
  -20%	50µM*	-5%	16%	20%	-3%	-20%	-3%	-5%
- COC(=O)Cc1ccc(NC(=S)NCc2ccc(Cl)cc2)cc1
  -20%	8%	-3%	9%	-2%	-21%	-14%	-5%	-20%

Records listed above shown as hits in Pol beta inh.
molecule	BAZ2B block	G9a inh	APE1 inh	POLI inh	Pol beta inh	POLH inh	BLM inh	Pol kappa inh
Nc1c(-c2nc(-c3ccccc3)no2)nnn1CC(=O)Nc1cccc(F)c1	-21%	?	/	11%	14µM*	-26%	-17%	-3%
Cc1cc(-c2csc(NC(=O)c3ccc(=O)[nH]c3)n2)c(C)n1Cc1ccccc1	-25%	?	2%	3%	20µM*	-14%	-28%	-7%

Next section.
Order of results: BAZ2B block	G9a inh	APE1 inh	POLI inh	Pol beta inh	POLH inh	Anesthetic bind	BLM inh	Pol kappa inh
- Cc1cc(C)c(CN2CCN(C(=O)Cn3cnc4c(NCc5ccccc5)ncnc43)CC2)c(C)c1
  /	/	-15%	?	/	-15%	/	/	-10%
- COC(=O)c1ccc2c(=O)n3nc(Nc4cc(OC)ccc4OC)sc3nc2c1
  0%	-14%[59 µM]	/	34%[activator]	2%	-20%	0%	2%	1%[60.1 µM]
- Cc1ccc(CN2CCSc3ccc(C(=O)N4CCN(c5ccccc5)CC4)cc32)cc1
  -16%	18µM*	/	-8%	6%	-1%	-3%	-10%	-2%
- COc1ccc(-c2c3c(=O)n(C)c(=O)n(C)c3cn2-c2cc(OC)ccc2OC)cc1
  ?	45µM*	-1%	1%	-26%	-10%	?	-4%	-9%
- CCCn1c(SCC(=O)Nc2nc(C)c(C(=O)OC)s2)nnc1C(C)C
  -1%	4%	-2%	-5%	23%	-12%	-17%	2%	2%
- O=C(Nc1ncc([N+](=O)[O-])s1)C1COc2ccccc2O1 (centres undefined)
  -24%	-3%[12.7 µM]	3%	-24%	4%	-4%	?	-8%	-15%
- COc1ccc(Cc2noc(CN(C)CC3CCN(Cc4ccccc4)CC3)n2)cc1OC
  -14%	-3%	2%	-8%	-1%	-4%	-15%	1%	-15%
- Cc1ccc(CS(=O)(=O)c2cn(CC(=O)N(C)c3ccccc3)c3ccccc23)cc1
  -21%	-8%[59 µM]	/	-9%	?	?	-4%	-15%	-21%
- COc1ccccc1NC(=O)CSc1nc(O)cc(=O)[nH]1
  8%	-35%	-6%	?	-8%	9%	1%	-6%	-9%
- Cc1cc(N2CCN(Cc3cn(C)nc3-c3ccccc3F)CC2)cc(C)n1
  -7%	/	14%	147%[activator]	23%	3%	-4%	-2%	-19%

In another format: entries from further up.
O=C(Nc1ccc(S(=O)(=O)N2CCOCC2)cc1)C1CCCCC1
- BAZ2B block: 2%
- G9a inh: 0%[12.7 µM]
- APE1 inh: -4%
- POLI inh: 4%
- Pol beta inh: -19%
- POLH inh: 1%
- Anesthetic bind: -18%
- BLM inh: -7%
- Pol kappa inh: -8%

Cc1ccccc1C(=O)OC1OC(=O)C(Cl)=C1Nc1ccccc1 (centres undefined)
- BAZ2B block: -5%
- G9a inh: ?
- APE1 inh: -4%
- POLI inh: 8%
- Pol beta inh: -3%
- POLH inh: -14%
- Anesthetic bind: -11%
- BLM inh: -18%
- Pol kappa inh: -12%

Following part:
Order of results: BAZ2B block	G9a inh	APE1 inh	POLI inh	Pol beta inh	POLH inh	Anesthetic bind	BLM inh	Pol kappa inh
- COc1ccc2c(c1)CC/C2=N\OC(=O)c1cccc(C)c1
  10%	16%[59 µM]	0%	0%	16%	-8%	-14%	1%	-3%
- Cc1c(NC(=O)CSc2nnc(Nc3ccccc3)s2)c(=O)n(-c2ccccc2)n1C
  -2%	2%[59 µM]	5%	8%	-10%	-14%	2%	1%	-15%
- CCn1c2ccccc2c2cc(/C=N/NC(=O)c3cc(O)cc(O)c3)ccc21
  4%	2%	3%	?	?	-27%	72%[activator]	1%	-15%
- Cc1nc(C(=O)NNC(=O)c2ccccc2)c(C(F)(F)F)o1
  -33%	4.5µM*	2%	5%	29%	-11%	-4%	0%	-2%
- CCCOc1ccc(NC(=O)CC2C(=O)N(c3ccccc3)C(=O)N2Cc2ccc(F)cc2)cc1 (centres undefined)
  -8%	-11%[59 µM]	/	12%	3%	-14%	5%	-2%	-21%
- CN(C)c1ccc(-c2nc(N(C)Cc3ccco3)c3ccccc3n2)cc1
  /	/	-20%	/	/	/	-3%	-3%	-16%[60.1 µM]
- N#Cc1c(NC(=O)c2nc3ncccn3n2)sc2c1CCCCC2
  30%[activator]	-15%[59 µM]	-1%	14%	9%	-15%	71%[activator]	-3%	-12%

These rows are one share of the data, so the mix of outcomes need not match the whole.
